Bioassay records from PubChem BioAssay.
STAT1 act – STAT1 signaling activation; NIH 3T3 STAT1-luciferase reporter, IFN-gamma, luminescence; 100% = IFN-gamma alone, no compound; activation (% of control), % at 5.5 µM; actives 2.6% (n = 200,000);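 active = activation above the screen-wide mean activation plus 3 SD, cut at about 130% in these data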;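 note: raw ratio to IFN-gamma control signal so 100% means no change and 0% no light; values of inactives mirror those of a sister screen read the other way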
NF-kB expr up – raises NF-kB expression in human neuronal cells | NF-kB reporter expression; stronger effect = higher value | fold change at 12.5 µM | actives 1.6% (n = 190,000); in the data active = fold change above about 3.3
Efa HMGR inh – inhibitors of class II HMG-CoA reductase from Enterococcus faecalis | purified E. faecalis HMGR, NADPH absorbance 340 nm kinetic | inhibition, % at 10 µM | actives 0.41% (n = 190,000) | AID 1066;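 active = inhibition above a set limit, the median over all tested compounds plus 3 SD, cut at about 9.5% in these data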;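 note: enzyme runs in reverse so mevalonate oxidation gives rising NADPH absorbance; 0% = complete reaction with DMSO and 100% = background rate lacking mevalonate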
APP 5'UTR act – APP 5'UTR luciferase reporter activation; actives 1% (n = 190,000); activation, % at 2 µM; SH-SY5Y APP 5'UTR luciferase reporter, luminescence; zero percent = DMSO vehicle wells;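 active = activation above a set limit, based on mean plus 3 SD of controls, cut at about 140% in these data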; note: values of inactives mirror those of a sister screen read the other way
FLuc inhib CS – Photinus pyralis luciferase inhibition counter-screen; ATPLite firefly luciferase biochemical luminescence, 10 min; inhibition, % at 10 µM; actives 1.5% (n = 200,000);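 active = inhibition above about 50% when tested at 10 µM, limit read from the data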
Target sequence (P08659 whole entry, looked up): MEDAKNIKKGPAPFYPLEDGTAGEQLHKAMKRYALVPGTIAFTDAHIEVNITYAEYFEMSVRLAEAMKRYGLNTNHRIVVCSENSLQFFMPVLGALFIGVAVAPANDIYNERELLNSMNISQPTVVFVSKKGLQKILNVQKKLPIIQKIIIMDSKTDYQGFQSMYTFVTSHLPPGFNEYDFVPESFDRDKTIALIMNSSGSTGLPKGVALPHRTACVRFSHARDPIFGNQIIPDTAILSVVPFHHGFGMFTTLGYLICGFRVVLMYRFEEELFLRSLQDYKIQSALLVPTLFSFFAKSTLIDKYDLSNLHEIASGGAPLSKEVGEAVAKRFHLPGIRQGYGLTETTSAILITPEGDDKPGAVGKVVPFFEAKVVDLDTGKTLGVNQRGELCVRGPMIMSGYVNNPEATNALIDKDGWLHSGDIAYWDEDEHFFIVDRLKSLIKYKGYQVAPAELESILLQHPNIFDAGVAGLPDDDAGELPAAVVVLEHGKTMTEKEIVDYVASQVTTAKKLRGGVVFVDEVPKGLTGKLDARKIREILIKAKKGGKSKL
FLuc act counter – firefly luciferase counter-screen for stimulation assays. activation factor at 10 µM. AID 1027. ATPlite luciferase biochemical, luminescence, 10 min; 0 = ATP-free wells, 1 = DMSO control. 200,000 tested, under 10 active;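 active = luciferase activation factor, scaled between plate controls, of at least 2 with compound at 10 µM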
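Assay system – cell-free luciferase reagent · Medium – PBS-based ATP solution · Dosing – test compounds dosed from 2 mM stocks in 100% DMSO · Timing – 10 min, room temperature · Technique – light output (luminescence) · Measure – luminescence gain marking luciferase activators · Controls – No-ATP low control, compound-free enzyme-plus-ATP high control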
Hsp70 act – Hsp70 transcriptional activation, primary screen; HeLa Hsp70 promoter luciferase reporter, luminescence; scaled: vehicle 0, proteasome-inhibitor control 100%; activation, % at 10 µM; actives 0.04% (n = 200,000);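 active = activation above the mean across all tested compounds plus 3 SD, cutoff set per campaign, cut at about 5.5% in these data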;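 note: 100% = MG132 at 30 µM as the positive control and 0% = DMSO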
G6PDH counter – counter-screen for G6PDH assay hits: L. mesenteroides G6PDH inhibition; actives 0.12% (n = 200,000); Purified L. mesenteroides G6PDH, diaphorase/resazurin coupled fluorescence, 45 min; inhibition, % at 5 µM; in the data active = inhibition above about 50%
APP 5UTR inh – APP translation inhibition | SH-SY5Y APP 5'UTR-luciferase reporter, luminescence | inhibition, % at 2 µM | actives 0.82% (n = 190,000) | AID 1285;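 active = inhibition above a set limit, derived from the sample mean plus 3 SD, cut at about 45% in these data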; note: values of inactives mirror those of a sister screen read the other way
DTT redox prof – compounds producing H2O2 with reducing agent – biochemical, NIH compound library profiling, artefact control for MLSCN library redox annotation, primary screen; DTT-dependent redox cycling H2O2, phenol red/HRP absorbance; 100% = 100 µM peroxide control, 0% = buffer; activation, % at 10 µM; actives 0.03% (n = 200,000); AID 878;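 active = activation of at least 50% relative to the plate's high and low controls in the primary single-dose screen; inactive = activation below 50%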;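 note: compound incubated with DTT at 0.8 mM final as the reducing agent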
* hit, by the source's call.

Screening c1ccc(CSCc2nc3ccccc3[nH]2)cc1 returned STAT1 act 126, NF-kB expr up 2.8, Efa HMGR inh -5, APP 5'UTR act 28, FLuc inhib CS 2, FLuc act counter 1, Hsp70 act -0.3, G6PDH counter 9, APP 5UTR inh -28 and DTT redox prof -0.1.
`O=C(COC(=O)c1n[nH]c2ccccc12)NCc1ccccc1` gave STAT1 act 104, NF-kB expr up 1.1, Efa HMGR inh 2, APP 5'UTR act 1, FLuc inhib CS -1, FLuc act counter 1, Hsp70 act -0.2, G6PDH counter -2, APP 5UTR inh -1 and DTT redox prof 0.8.
For Nc1nnc(SCc2ccccc2)n1-c1ccccc1 the results were STAT1 act 102, NF-kB expr up 1, Efa HMGR inh -6, APP 5'UTR act 9, FLuc inhib CS -1, FLuc act counter 1, Hsp70 act -0.2, G6PDH counter 4, APP 5UTR inh -9 and DTT redox prof -2.3.
Cc1cccc(-n2c(-c3ccco3)n[nH]c2=S)c1 was read as STAT1 act 98, NF-kB expr up 1.1, Efa HMGR inh 0, APP 5'UTR act 1, FLuc inhib CS 10, FLuc act counter 0.9, Hsp70 act -0.1, G6PDH counter 9, APP 5UTR inh -1 and DTT redox prof 0.0.
For CCS(=O)(=O)c1ccc2oc(Nc3ccccc3C)nc2c1 the results were STAT1 act 116, NF-kB expr up 2.4, Efa HMGR inh -1, APP 5'UTR act 90, FLuc inhib CS 26, FLuc act counter 0.7, Hsp70 act -0.2, G6PDH counter 12, APP 5UTR inh -90 and DTT redox prof 2.3.
CCc1ccc(OCCn2cccn2)cc1 was read as STAT1 act 110, NF-kB expr up 1.2, Efa HMGR inh -2, APP 5'UTR act 31, FLuc inhib CS 16, FLuc act counter 0.8, Hsp70 act 0.9, G6PDH counter 2, APP 5UTR inh -31 and DTT redox prof -2.0.
COC(=O)c1ccc(NC(=O)CNc2ccccc2)cc1 was read as STAT1 act 126, NF-kB expr up 1.8, Efa HMGR inh -5, APP 5'UTR act 4, FLuc inhib CS 3, FLuc act counter 1, Hsp70 act 0.1, G6PDH counter 18, APP 5UTR inh -4 and DTT redox prof -1.0.
For O=C(CSCCc1ccccn1)Nc1ccccn1 the results were STAT1 act 104, NF-kB expr up 1.2, Efa HMGR inh -2, APP 5'UTR act 4, FLuc inhib CS 0, FLuc act counter 1, Hsp70 act 0.0, G6PDH counter 0, APP 5UTR inh -4 and DTT redox prof -0.1.
O=C(CN1CCOCC1)Nc1c(Cl)cc(Cl)cc1Cl was read as STAT1 act 106, NF-kB expr up 1.2, Efa HMGR inh 5, APP 5'UTR act 11, FLuc inhib CS -3, FLuc act counter 1, Hsp70 act -0.1, G6PDH counter 8, APP 5UTR inh -11 and DTT redox prof 0.6.
Screening COc1cc(C(=O)Nc2cc(-c3cn4cccnc4n3)ccc2C)cc(OC)c1OC returned STAT1 act 100, NF-kB expr up 1.1, Efa HMGR inh -3, APP 5'UTR act 12, FLuc inhib CS 16, FLuc act counter 0.8, Hsp70 act -0.2, G6PDH counter 5, APP 5UTR inh -12 and DTT redox prof -0.9.
For CCCN(C(=O)CN1C(=O)NC2(CCCCCC2)C1=O)C1CCS(=O)(=O)C1 (configuration not stated) the results were STAT1 act 103, NF-kB expr up 1, Efa HMGR inh -6, APP 5'UTR act 4, FLuc inhib CS -8, FLuc act counter 1.1, Hsp70 act -0.4, G6PDH counter 11, APP 5UTR inh -4 and DTT redox prof -2.0.
`Oc1nc(-c2ccc(Br)cc2)n2ccncc12` gave STAT1 act 103, Efa HMGR inh -2, APP 5'UTR act 15, FLuc inhib CS -5, FLuc act counter 1.1, Hsp70 act -0.1, G6PDH counter 16, APP 5UTR inh -15 and DTT redox prof -0.5.
`CC1=C(C(=O)Nc2cc(C)ccn2)C(c2ccc(C)cc2)C2=C(CCCC2=O)N1` (configuration not stated) gave STAT1 act 95, NF-kB expr up 0.47, Efa HMGR inh 0, APP 5'UTR act -7, FLuc inhib CS -2, FLuc act counter 1, Hsp70 act -0.1, G6PDH counter -2, APP 5UTR inh 7 and DTT redox prof 0.9.
C=CCn1c(SC(C)CC)nc(O)cc1=O (configuration not stated) was read as STAT1 act 102, NF-kB expr up 1.4, Efa HMGR inh 4, APP 5'UTR act 8, FLuc inhib CS -5, FLuc act counter 1, Hsp70 act -0.2, G6PDH counter 2, APP 5UTR inh -8 and DTT redox prof 0.4.
Screening CCOC(=O)C1C(C)=C(Nc2ccc(OC)cc2)C(=O)N1c1ccc(OC)cc1 (configuration not stated) returned STAT1 act 99, NF-kB expr up 1.2, Efa HMGR inh -5, APP 5'UTR act 6, FLuc inhib CS 1, FLuc act counter 1, Hsp70 act 0.0, G6PDH counter 5, APP 5UTR inh -6 and DTT redox prof 0.3.
`CCCCNc1nc(-c2ccccc2)c(C(=O)OCC)cc1C#N` gave STAT1 act 102, NF-kB expr up 1.5, Efa HMGR inh 3, APP 5'UTR act -8, FLuc inhib CS -5, FLuc act counter 1.1, Hsp70 act -0.2, G6PDH counter 3, APP 5UTR inh 8 and DTT redox prof 1.9.
For O=C1NCC(O)=C1C=NCCO the results were STAT1 act 98, NF-kB expr up 1.2, Efa HMGR inh 0, APP 5'UTR act -4, FLuc inhib CS 0, FLuc act counter 1, Hsp70 act 0.2, G6PDH counter -1, APP 5UTR inh 4 and DTT redox prof 0.6.
`CSc1nsc(N/N=C/c2ccc3c(c2)OCO3)c1C#N` gave STAT1 act 150*, NF-kB expr up 3.9*, Efa HMGR inh 0, APP 5'UTR act 168*, FLuc inhib CS 35, FLuc act counter 0.6, Hsp70 act 0.3, G6PDH counter 0, APP 5UTR inh -168 and DTT redox prof -0.6.
`COc1ccc(OC)c(-c2cc(C(=O)NCCCn3ccnc3)no2)c1` gave STAT1 act 103, NF-kB expr up 0.88, Efa HMGR inh -2, APP 5'UTR act -6, FLuc inhib CS -9, FLuc act counter 1.1, Hsp70 act 0.5, G6PDH counter 7, APP 5UTR inh 6 and DTT redox prof -0.2.
`Cc1cnc(C(=O)OCC(=O)c2csc(N3CCCCC3)n2)cn1` gave STAT1 act 104, NF-kB expr up 1.4, Efa HMGR inh -14, APP 5'UTR act 16, FLuc inhib CS -1, FLuc act counter 1, Hsp70 act -0.1, G6PDH counter 10, APP 5UTR inh -16 and DTT redox prof -1.6.
For COc1ccc(/C=N/NC(=O)c2ccc(Cl)cc2)cc1COC(C)=O the results were STAT1 act 99, NF-kB expr up 1.1, Efa HMGR inh -8, APP 5'UTR act 5, FLuc inhib CS -2, FLuc act counter 1, Hsp70 act -0.3, G6PDH counter -3, APP 5UTR inh -5 and DTT redox prof -1.1.
For CCOC(=O)c1sc(NC(=O)c2ccc(S(=O)(=O)N3CCOCC3)cc2)cc1C the results were STAT1 act 96, NF-kB expr up 0.93, Efa HMGR inh 0, APP 5'UTR act 1, FLuc inhib CS -6, FLuc act counter 1.1, Hsp70 act -0.5, G6PDH counter 1, APP 5UTR inh -1 and DTT redox prof 2.1.
`CC(C)CCOc1ccc(C(=O)NCCC(=O)N2CCOCC2)cc1` gave STAT1 act 108, NF-kB expr up 1.5, Efa HMGR inh 1, APP 5'UTR act 17, FLuc inhib CS -9, FLuc act counter 1.1, Hsp70 act 0.1, G6PDH counter -8, APP 5UTR inh -16 and DTT redox prof 1.0.
CCOC(=O)N1CCN(C(=O)CSc2nnc(-c3ccc(Cl)s3)o2)CC1 was read as STAT1 act 96, APP 5'UTR act 2, FLuc inhib CS -8, FLuc act counter 1.1, Hsp70 act -0.1, G6PDH counter 7, APP 5UTR inh -2 and DTT redox prof -0.7.
Screening CCN1C(=O)/C(=C/N2CCc3ccccc32)SC1=S returned STAT1 act 108, NF-kB expr up 2.6, Efa HMGR inh -4, APP 5'UTR act 8, FLuc inhib CS -7, FLuc act counter 1.1, Hsp70 act 0.0, G6PDH counter -22, APP 5UTR inh -8 and DTT redox prof 1.3.
COc1ccc(NC(=O)Nc2cccs2)cc1Cl was read as STAT1 act 130*, NF-kB expr up 1.6, Efa HMGR inh -4, APP 5'UTR act 75, FLuc inhib CS 58*, FLuc act counter 0.4, Hsp70 act 0.3, G6PDH counter 2, APP 5UTR inh -75 and DTT redox prof 0.4.
Screening CCCCOC(=O)Nc1ccc(C(=O)OCCC)cc1 returned STAT1 act 106, NF-kB expr up 1.3, Efa HMGR inh 3, APP 5'UTR act 6, FLuc inhib CS -2, FLuc act counter 1, Hsp70 act 0.6, G6PDH counter 0, APP 5UTR inh -6 and DTT redox prof 1.1.
Screening O=C(CCCn1c(=S)[nH]c2ccccc2c1=O)NCCSCc1ccccc1 returned STAT1 act 95, NF-kB expr up 1.1, Efa HMGR inh -2, APP 5'UTR act 21, FLuc inhib CS -4, FLuc act counter 1, Hsp70 act -0.2, G6PDH counter 8, APP 5UTR inh -21 and DTT redox prof -0.4.
For COc1ccc(C(=O)NNC(=O)c2ccc(S(=O)(=O)N3CC(C)OC(C)C3)cc2)cc1 (configuration not stated) the results were STAT1 act 107, NF-kB expr up 1.1, Efa HMGR inh -4, APP 5'UTR act 1, FLuc inhib CS 4, FLuc act counter 1, Hsp70 act -0.2, G6PDH counter 4, APP 5UTR inh -2 and DTT redox prof -0.1.
For CC1=NCCN1S(=O)(=O)c1cc(Cl)ccc1Cl the results were STAT1 act 100, NF-kB expr up 1.1, Efa HMGR inh 1, APP 5'UTR act -10, FLuc inhib CS 1, FLuc act counter 1, Hsp70 act -0.1, G6PDH counter 2, APP 5UTR inh 10 and DTT redox prof -0.2.
Screening N#C/C(=C(/O)CCCl)c1ccccn1 returned STAT1 act 104, NF-kB expr up 1.2, Efa HMGR inh -4, APP 5'UTR act -4, FLuc inhib CS -6, FLuc act counter 1.1, Hsp70 act 2.5, G6PDH counter 9, APP 5UTR inh 4 and DTT redox prof 0.0.
For COc1cc(C(=O)/C=C/Nc2ccc(NC(C)=O)cc2)cc(OC)c1OC the results were STAT1 act 105, NF-kB expr up 0.85, Efa HMGR inh -3, APP 5'UTR act -3, FLuc inhib CS 4, FLuc act counter 1, Hsp70 act -0.3, G6PDH counter 13, APP 5UTR inh 3 and DTT redox prof -0.1.

Filtered by structure, the compounds so far with a cyano group.
`CCCCNc1nc(-c2ccccc2)c(C(=O)OCC)cc1C#N` gave STAT1 act 102, NF-kB expr up 1.5, Efa HMGR inh 3, APP 5'UTR act -8, FLuc inhib CS -5, FLuc act counter 1.1, Hsp70 act -0.2, G6PDH counter 3, APP 5UTR inh 8 and DTT redox prof 1.9.
`CSc1nsc(N/N=C/c2ccc3c(c2)OCO3)c1C#N` gave STAT1 act 150*, NF-kB expr up 3.9*, Efa HMGR inh 0, APP 5'UTR act 168*, FLuc inhib CS 35, FLuc act counter 0.6, Hsp70 act 0.3, G6PDH counter 0, APP 5UTR inh -168 and DTT redox prof -0.6.
Screening N#C/C(=C(/O)CCCl)c1ccccn1 returned STAT1 act 104, NF-kB expr up 1.2, Efa HMGR inh -4, APP 5'UTR act -4, FLuc inhib CS -6, FLuc act counter 1.1, Hsp70 act 2.5, G6PDH counter 9, APP 5UTR inh 4 and DTT redox prof 0.0.
